# Compound activity deposited in PubChem BioAssay by Sanford-Burnham Center for Chemical Genomics.
# EBI2 antag = EBI2 (human) antagonism; EBI2 beta-arrestin recruitment, luminescence, 7a,25-OHC stimulated; inhibition, % at 5 µM; 360,000 compounds, 0.81% hits; P32249; in the data active means inhibition above about 38%;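 further: enzyme fragment complementation signal reports receptor beta-arrestin coupling in cells; 0% = agonist plus DMSO wells and 100% = wells without agonist; some results beyond the cut were filed as inactive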
# Target sequence (P32249 whole entry, looked up, the tested form may be a part): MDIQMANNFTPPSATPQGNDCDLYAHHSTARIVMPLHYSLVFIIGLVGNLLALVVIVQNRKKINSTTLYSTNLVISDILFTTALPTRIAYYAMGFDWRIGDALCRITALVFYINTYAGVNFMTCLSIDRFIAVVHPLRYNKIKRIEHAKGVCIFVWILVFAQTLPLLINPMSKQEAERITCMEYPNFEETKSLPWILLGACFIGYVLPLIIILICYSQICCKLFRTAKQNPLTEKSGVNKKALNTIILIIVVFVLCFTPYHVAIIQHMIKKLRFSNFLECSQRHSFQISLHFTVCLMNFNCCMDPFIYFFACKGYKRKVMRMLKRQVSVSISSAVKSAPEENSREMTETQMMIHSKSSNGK
# Jurkat NFkB inh = lowers PMA/ionomycin-induced NF-kB signal in Jurkat cells | PMA/ionomycin-induced NF-kB luciferase reporter, luminescence | 330,000 compounds, 0.53% hits | inhibition, % at 4 µM | AID 435003; in the data active means inhibition above about 50%
# UBC13 polyUb = human UBC13 polyubiquitination inhibition | P61088 | UBC13 polyubiquitin chain formation, TR-FRET | inhibition, % at 20 µM | 330,000 compounds, 0.47% hits | AID 485273; in the data active means inhibition above about 45%, passing the limit was not always enough
# Target sequence (P61088 whole entry, looked up): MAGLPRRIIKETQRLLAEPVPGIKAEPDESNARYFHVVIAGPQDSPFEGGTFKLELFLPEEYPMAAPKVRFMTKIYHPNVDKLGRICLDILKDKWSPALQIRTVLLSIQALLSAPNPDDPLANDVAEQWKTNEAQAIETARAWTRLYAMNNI
# APJ antag = antagonists of human APJ apelin receptor; AID 2521; P35414; inhibition, % at 20 µM; CHO-K1 APJ beta-arrestin complementation, luminescence; 330,000 compounds, 0.32% hits;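 active means inhibition above about 40% at 20 µM, limit read from the data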;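 further: cells challenged with 10 nM apelin-13 agonist together with compound; plate controls were apelin-13 plus DMSO wells for no effect and DMSO wells lacking apelin-13 for full effect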
# CXCR6 block = blocks human CXCR6 beta-arrestin recruitment; inhibition, % at 20 µM; CHO-K1 PathHunter CXCR6 beta-arrestin, luminescence; AID 602244; 360,000 compounds, 0.36% hits; O00574; in the data active means inhibition above about 34%, passing the limit was not always enough;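 further: antagonist mode with CXCL16 agonist at 10 nM final; 0% = 10 nM CXCL16 with DMSO and 100% = unstimulated wells without agonist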
# 697 NFkB inh = inhibitors of the PMA/ionomycin-induced NF-kB reporter in 697 B cells | 697 B-cell NF-kB luciferase reporter, 16 h | AID 435022 | inhibition, % at 4 µM | 330,000 compounds, 0.33% hits; in the data active means inhibition above about 35%
# Gli-Sufu block = antagonists of Gli-Sufu signaling | Sufu-KO-LIGHT fibroblasts, Gli luciferase reporter luminescence | inhibition, % at 5 µM | 340,000 compounds, 0.74% hits | AID 588413;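 active means inhibition above about 55%, limit read from the data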;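 further: 0% = DMSO-treated cells and 100% = wells with medium but no cells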
# CCR6 antag = CCR6 (human) receptor antagonism; AID 493098; CHO-K1 CCR6 PathHunter beta-arrestin, luminescence, CCL20-stimulated; 340,000 compounds, 0.49% hits; P51684; inhibition, % at 20 µM;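 active means compounds whose inhibition of the agonist-driven luminescence signal at 20 µM reaches about 50%, limit read from the data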;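 further: cells stimulated with CCL20 at 14 nM final; plate controls were DMSO with CCL20 for no effect and DMSO without agonist for full effect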
# Target sequence (P51684 whole entry, looked up): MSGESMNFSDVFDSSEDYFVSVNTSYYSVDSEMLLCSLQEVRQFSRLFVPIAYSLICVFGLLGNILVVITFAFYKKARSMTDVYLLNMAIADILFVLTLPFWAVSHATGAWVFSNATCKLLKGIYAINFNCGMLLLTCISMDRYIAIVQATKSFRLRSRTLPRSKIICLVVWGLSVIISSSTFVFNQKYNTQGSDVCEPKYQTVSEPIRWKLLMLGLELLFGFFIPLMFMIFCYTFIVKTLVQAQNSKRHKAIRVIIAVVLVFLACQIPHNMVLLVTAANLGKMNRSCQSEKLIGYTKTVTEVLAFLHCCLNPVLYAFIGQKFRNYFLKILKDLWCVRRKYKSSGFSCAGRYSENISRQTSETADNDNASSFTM
# Starred values were filed as active, the others as inactive; / = no result given.
SMILES,EBI2 antag,Jurkat NFkB inh,UBC13 polyUb,APJ antag,CXCR6 block,697 NFkB inh,Gli-Sufu block,CCR6 antag
Cc1ccc(F)cc1NC(=O)CCc1c(C)[nH]c(=O)c(C#N)c1C,-1,-3,-4,6,-3,-4,-12,-6
O=C(Nc1ccc(NC(=O)C2CC2)nc1)c1cccc(F)c1,-7,-13,5,-12,1,29,-17,13
CCc1ccc(S(=O)(=O)Nc2ccc(O)c3ccccc23)cc1,20,2,-7,-6,26,9,3,28
CCN(CC)C(=O)COc1coc(CN2CCN(Cc3ccccc3)CC2)cc1=O,-16,16,-6,3,-11,-3,8,-9
COC(=O)[C@@H](NC(=O)NC1CCCCC1C)C(C)C (some centres undefined),-21,5,2,17,-1,9,5,-1
COc1ccc(C(=O)NCCc2ccccn2)cc1S(=O)(=O)Nc1ccc(Br)cc1,-5,-11,10,0,2,13,2,0
CCOc1ccc2[nH]c(=O)c(CN(Cc3cccs3)Cc3nnnn3C(C)(C)C)cc2c1,1,11,4,-5,5,-11,-3,8
COCc1cc(=O)n2[nH]cc(-c3ccccc3)c2n1,0,-17,-4,4,10,-24,-7,2
CCCc1cc(=O)oc2cc(OC(=O)CN3C(=O)NC4(CCCC4)C3=O)ccc12,28,3,14,8,46*,11,-10,67*
COc1ccc(/C=C2\N=C(c3ccccc3)N(c3ccc(C(=O)O)cc3)C2=O)cc1OC,-14,7,-3,-2,-1,-4,13,18
CCOC(=O)/C(C#N)=C/c1ccc(OCC(=O)Nc2ccc(C)c(C)c2)c(OC)c1,12,-14,3,-24,-1,-1,-14,0
Cc1ccc(C)c(NC(=O)CN(C)C(=O)Cc2ccccc2)c1,-5,-6,-2,11,-4,16,6,15
O=C(COC(=O)CNC(=O)c1ccco1)NCc1ccc(F)cc1,-7,-11,-12,-23,-3,4,6,0
COc1ccccc1-c1nnc(Sc2nc([N+](=O)[O-])nn2C)o1,-7,38,-6,-18,-11,16,32,-2
C/C(=N\N)c1c(-c2ccccc2)c2cc(C)ccc2[nH]c1=O,-10,0,-2,-6,3,12,0,0
COc1ccc(C(=O)COC(=O)c2cccnc2SC)cc1,6,1,4,7,6,-5,-9,5
O=C1CC(=C(c2ccccc2)c2ccccc2)C(=O)N1CCCCN1CCN(c2ccccc2)CC1,20,-16,16,-20,4,-15,-10,3
Cc1nc2sc(-c3ccccc3)cc2c(=O)n1-n1cccc1,10,-110,-8,11,2,-194,3,5
O=C(COC(=O)C1CC2C=CC1C2)Nc1ccccc1 (centres undefined),-5,1,6,-2,1,-7,-1,4
O=C(C[C@@H]1C/C=C\CCCC(=O)OC[C@@H]2CCCN2C1=O)NCCO,-4,10,8,21,-25,15,-3,1
Cn1c(C(C(=O)NCC2CCCO2)N(CCc2ccccc2)C(=O)Cn2nnc3ccccc32)nc2ccccc21 (centres undefined),8,-2,6,-10,-4,11,16,4
COc1ccc(NS(=O)(=O)c2cccc(C(=O)NNC(=O)c3cc(C)oc3C)c2)cc1,-12,-2,-6,-8,-9,8,-5,-7
CCC(C)N1CCN(S(=O)(=O)Cc2ccccc2)CC1 (centres undefined),-6,5,-8,2,-8,10,-8,-6
CN(CC(=O)Nc1c(Cl)cccc1Cl)C(=O)CNC(=O)c1ccco1,-1,-2,-7,16,0,12,-2,1
c1cnc(N2CCSCC2)nc1,0,14,2,9,-5,11,3,-5
CCCc1cc(=O)oc2cc3occ(C)c3cc12,29,-13,6,-1,18,-42,0,16
COc1ccc(C2=NOC(Cn3nc(-c4ccccc4)cc3C(=O)O)C2)cc1 (centres undefined),0,-9,-31,11,-9,-3,-1,0
O=C(CN1C(=O)NC2(CCCc3ccccc32)C1=O)c1ccc(Br)cc1 (centres undefined),14,-3,-7,-19,6,-23,-5,15
O=c1c2ccccc2nnn1CSc1nnc(C2COc3ccccc3O2)n1-c1ccccc1 (centres undefined),8,-9,-8,14,-3,-14,8,15
O=C(c1cccc(C(=O)N2CCN(c3ccccc3F)CC2)n1)N1CCN(c2ccccc2F)CC1,1,5,4,-6,11,-10,5,-3
Cc1ccc(NC(=O)CC2OC(=O)c3ccccc32)cc1S(=O)(=O)N1CCOCC1 (centres undefined),7,14,12,16,-6,11,2,5
Cc1ccc(NC2=CC(=O)CCC2)cc1C,-7,-11,-15,-1,0,-43,-1,4
CCOC(=O)CSc1nc2cc(C(=O)N3CCCC3)ccc2c(=O)n1Cc1ccccc1,1,-21,8,-16,8,-3,4,15
COc1cccc(/C=C2\SC(=S)N(CCCC(=O)Nc3ccc(C(=O)O)cc3)C2=O)c1,3,17,-12,15,8,53*,18,4
CC(=O)C[C@H](O)CC(=O)[C@H]1OC(=O)CCCCCCc2ccccc21,-1,-16,-8,-3,-13,5,1,0
CC(NC(=O)C1CCC1)c1ccc2c(c1)OCO2 (centres undefined),-13,-9,-7,0,-4,-5,3,-12
c1nc(NCC2(N3CCOCC3)CCCCC2)c2ccsc2n1,0,11,-6,-5,0,-8,19,3
CCC1(CC)C(=O)C(C)(C)C(=O)OC1c1cccs1 (centres undefined),14,8,-6,-7,9,14,-3,5
COc1ccccc1N1C(=O)C2CC=CC(C)C2C1=O (centres undefined),-6,19,-2,12,7,13,-80,2
Cc1cc(NC(=O)c2cc(S(=O)(=O)N3CCCCC3)ccc2C)n(-c2ccccn2)n1,2,10,2,25,0,14,9,3
Cc1cc(C)c(NS(=O)(=O)c2ccccc2)c(C)c1NS(=O)(=O)c1ccccc1,15,/,/,/,2,/,4,16
CCOCCCN(C(=O)CNC(=O)c1ccco1)C(C(=O)NC1CCCC1)c1cccc(OC)c1 (centres undefined),0,12,3,-7,-14,4,17,2
CCOC(=O)NC(=O)c1cn(CCNCCO)c(=O)[nH]c1=O,-6,2,-4,-3,4,9,6,5
Cc1csc(NC(=O)CS(=O)(=O)c2ccccc2)n1,-5,-19,-7,-9,-1,0,-2,-2
CC(CN1CCN(C)CC1)OC(=O)c1cccc(Cl)c1 (centres undefined),-18,-5,1,-5,-4,1,0,8
Cc1cccc(C(=O)N(c2ccccn2)C(C)c2ccco2)c1 (centres undefined),2,-23,-12,-9,-4,-22,2,-1
O=C(c1ccc([N+](=O)[O-])cc1)N(Cc1ccc(Br)cc1)N1C(=O)CCCC1=O,3,15,1,-56,-2,-1,35,-6
Cc1ccccc1N1C(=O)CC(Nc2ccc3c(c2)OCO3)C1=O (centres undefined),3,9,-7,20,5,14,-8,8

# Rewritten with values under each structure: twelve of the compounds above
# Below each SMILES – EBI2 antag, Jurkat NFkB inh, UBC13 polyUb, APJ antag, CXCR6 block, 697 NFkB inh, Gli-Sufu block, CCR6 antag
c1nc(NCC2(N3CCOCC3)CCCCC2)c2ccsc2n1
  0, 11, -6, -5, 0, -8, 19, 3
CCC1(CC)C(=O)C(C)(C)C(=O)OC1c1cccs1 (centres undefined)
  14, 8, -6, -7, 9, 14, -3, 5
COc1ccccc1N1C(=O)C2CC=CC(C)C2C1=O (centres undefined)
  -6, 19, -2, 12, 7, 13, -80, 2
Cc1cc(NC(=O)c2cc(S(=O)(=O)N3CCCCC3)ccc2C)n(-c2ccccn2)n1
  2, 10, 2, 25, 0, 14, 9, 3
Cc1cc(C)c(NS(=O)(=O)c2ccccc2)c(C)c1NS(=O)(=O)c1ccccc1
  15, /, /, /, 2, /, 4, 16
CCOCCCN(C(=O)CNC(=O)c1ccco1)C(C(=O)NC1CCCC1)c1cccc(OC)c1 (centres undefined)
  0, 12, 3, -7, -14, 4, 17, 2
CCOC(=O)NC(=O)c1cn(CCNCCO)c(=O)[nH]c1=O
  -6, 2, -4, -3, 4, 9, 6, 5
Cc1csc(NC(=O)CS(=O)(=O)c2ccccc2)n1
  -5, -19, -7, -9, -1, 0, -2, -2
CC(CN1CCN(C)CC1)OC(=O)c1cccc(Cl)c1 (centres undefined)
  -18, -5, 1, -5, -4, 1, 0, 8
Cc1cccc(C(=O)N(c2ccccn2)C(C)c2ccco2)c1 (centres undefined)
  2, -23, -12, -9, -4, -22, 2, -1
O=C(c1ccc([N+](=O)[O-])cc1)N(Cc1ccc(Br)cc1)N1C(=O)CCCC1=O
  3, 15, 1, -56, -2, -1, 35, -6
Cc1ccccc1N1C(=O)CC(Nc2ccc3c(c2)OCO3)C1=O (centres undefined)
  3, 9, -7, 20, 5, 14, -8, 8

# (next part)
SMILES,EBI2 antag,Jurkat NFkB inh,UBC13 polyUb,APJ antag,CXCR6 block,697 NFkB inh,Gli-Sufu block,CCR6 antag
Cc1ccc(N2CC(C(=O)OCc3ccccc3F)CC2=O)cc1 (centres undefined),-5,8,1,13,-5,1,1,6
C/C(=N\Nc1nc(N2CCCCC2)nc(N2CCOCC2)n1)c1cccs1,-8,1,-10,-32,-4,9,11,-8
CCN(CC)C(=O)CSc1nc2cc3c(cc2c(=O)n1Cc1ccco1)OCO3,-9,9,11,6,1,16,/,4
Cc1cc(/C=C2\SC(=O)NC2=O)c(C)n1-c1ccc(N(C)C)cc1,-7,0,-1,2,-3,-36,-44,1
N#CC1(Nc2ccc(C(=O)O)cc2)CCCC1,0,/,/,/,-2,/,6,4
S=C1NCN(C2CCCCC2)CN1Cc1ccccc1,-9,9,14,15,2,0,1,-3
CSc1ccccc1NC(=O)CSc1nnc(Cc2ccccc2)o1,0,18,10,-1,-2,15,6,10
COC(=O)C1CCN(C(=O)COC(=O)CSc2ccc(C(N)=O)cc2[N+](=O)[O-])CC1,-4,7,-3,15,1,9,2,-3
CCCc1nn2c(=O)c(C(c3ccc(C)cc3)c3c(O)nc4sc(CCC)nn4c3=O)c(O)nc2s1,0,-20,-13,-1,-4,-8,2,10
C=CCCc1ccc(C#N)c(SCc2c(C(=O)OCC)c3cc(OC(C)=O)c(Br)cc3n2C)n1,-5,18,-5,5,11,-7,73*,7
O=C(COc1ccc(Cl)cc1[N+](=O)[O-])N1CCCCC1,6,-14,10,11,0,-3,-2,3
COCCNC(=O)c1c[nH]c2ccc(OC)cc2c1=O,-1,4,8,-6,-2,21,13,-11
Cc1csc2nc(O)c(C(=O)NC3CCCCCC3)c(=O)n12,-5,-6,-4,-4,-5,-6,4,4
COc1ccc(OC)c(N/C(=N/C(=S)Nc2ccccc2)Nc2nc(C)cc(C)n2)c1,20,5,15,13,18,-11,-3,11
O=C(c1ccccc1Cl)N1CCN(C(=O)C2CCCO2)CC1 (centres undefined),-2,15,-3,-34,-4,15,-3,9
CC(=O)NC(C)C(c1cccs1)N1CCN(c2ccccc2)CC1 (centres undefined),-1,5,-2,3,-2,-11,-6,8
CCCCOc1ccc(/C(O)=C2/C(=O)C(=O)N(Cc3cccnc3)C2c2ccncc2)c(C)c1 (centres undefined),-8,6,-2,8,-3,11,0,-3
CC/C(=N/NC(=O)c1ccccc1O)c1c(C)[nH]n(-c2ccccc2)c1=O,9,-4,-6,-4,-4,-15,-9,8
COc1ccc(-n2nnc3c(=O)n(CC(=O)Nc4ccc5c(c4)OCCO5)cnc32)cc1OC,-1,-10,7,29,-5,8,-6,11
O=C(CC1Sc2ncnn2C1=O)Nc1ccc(Cl)cc1 (centres undefined),/,-6,0,7,/,25,-2,-17
Cn1c(=O)c2[nH]c(CNc3ccc(C(=O)O)cc3)nc2n(C)c1=O,-3,-8,-6,-2,-7,-14,-18,-16
CCCC(=O)Oc1ccc2c(C)cc(=O)oc2c1,-6,9,26,-2,-6,13,-4,-18
CCCC(C)NC(=O)CSc1nc2ccc(C)cc2[nH]1 (centres undefined),-8,7,6,2,1,16,-3,-6
Cc1ccc(C)c(CN2C(=O)C3CCCN3c3ccc(S(=O)(=O)N4CCOCC4)cc32)c1 (centres undefined),/,-4,-11,4,/,2,/,/
Cc1csc(NC(=O)c2ccccc2C(=O)O)n1,-2,1,1,3,6,3,-1,-1
CN(C)c1nc(C(=O)O)nc(N2CCOCC2)n1,-6,8,-4,-36,1,19,5,11

# This is a random part of the collection, and some 3% of all compounds hit somewhere here.
